HIV fusion peptide – inhibitors of HIV fusion peptide binding, primary screen, biochemical, uHTS, fluorescence dequenching (AID 1986); cell-free peptide binding, fluorescence dequenching, 30 min; higher % means a stronger effect; inhibition, % at 20 µM, or IC50 in µM where a hit was titrated; 290,000 tested, 0.3% active; in the data active = inhibition mostly above about 52%, no sharp cut-off; inactive = mostly below about 76%; note: some results filed as inactive read as strong as hits
AID2073 – inhibitors of Mint1-CaV2.2 protein interaction, biochemical, HTRF (AID 2073) | 290,000 tested, 0.19% active | one-dose inhibition, % at 20 µM; IC50 in µM for titrated hits | HTRF protein-protein interaction, Mint1-CaV2.2; higher % means a stronger effect; in the data active = inhibition mostly above about 51%, no sharp cut-off; note: some results filed as inactive read as strong as hits
* hit, by the source's call. An excerpt, so the mix of outcomes need not match the whole.

Screening Cc1ccccc1NC(=O)C1Cc2ccccc2CN1C(=O)c1ccco1 (centres undefined) returned HIV fusion peptide 5.7% and AID2073 14%.
Screening Cc1c(Cl)cccc1NC(=O)Cn1c(CCC(=O)O)ccc1-c1ccc(Cl)cc1 returned HIV fusion peptide 28% and AID2073 10%.
`COc1ccc(S(=O)(=O)N2CCOCC2)cc1C(=O)N1CCCCC1` gave HIV fusion peptide -0.6% and AID2073 -10%.
Screening Cc1cc(S(=O)(=O)NC2CC(C)(C)NC(C)(C)C2)c(Cl)cc1Cl returned HIV fusion peptide 0.3% and AID2073 8%.
For CSc1nsc(SCC(=O)Nc2ccccc2)n1 the results were HIV fusion peptide -0.9% and AID2073 5%.
Cc1ccc(S(=O)(=O)N(C)C)cc1NC(=O)C(C)NC(C)c1cccs1 (centres undefined) was read as HIV fusion peptide -0.4% and AID2073 0%.
For Clc1cc(Br)ccc1NCc1cccnc1 the results were HIV fusion peptide -2.0% and AID2073 11%.
`CC1(c2ccccc2Cl)NC(=O)N(CC(=O)NCc2ccc3c(c2)OCO3)C1=O` (centres undefined) gave HIV fusion peptide 0.1% and AID2073 -8%.
For CN(C(=O)Cc1c(C(=O)O)n(C)c2ccccc12)c1cccc(C(F)(F)F)c1 the results were HIV fusion peptide -0.2% and AID2073 4%.
O=C(COc1ccc(Cl)cc1Cl)NNC(=O)c1cccnc1 was read as HIV fusion peptide -1.5% and AID2073 14%.
For Cc1nc(-c2cccc(NC(=O)c3ccco3)c2)cs1 the results were HIV fusion peptide 0.1% and AID2073 -7%.
For CC(NC(=O)Nc1ccccc1Cl)c1ccc2c(c1)OCO2 (centres undefined) the results were HIV fusion peptide 0.8% and AID2073 -2%.
Screening Cc1cc(C)c(NC(=O)C2CCN(C(=O)c3ccco3)CC2)c(C)c1 returned HIV fusion peptide 0.9% and AID2073 -2%.
For CCCSc1nc2sc3c(c2c(=O)n1-c1ccc(OC)cc1)CCN(C)C3 the results were HIV fusion peptide 0.3% and AID2073 8%.
For COc1ccc(OC)c(CCNC(=O)CCC(=O)N2CCOc3ccc(C)cc32)c1 the results were HIV fusion peptide -1.6% and AID2073 6%.
`O=C(CN(CC1CCCO1)C(=O)CNS(=O)(=O)c1ccc(Cl)cc1)NC1CCCC1` (centres undefined) gave HIV fusion peptide 0.4% and AID2073 1%.
For N#C/C(=C\c1ccc(OCc2ccc(Cl)cc2)cc1)C(=O)Nc1cccc(C(=O)O)c1 the results were HIV fusion peptide 70% and AID2073 -2%.
CCOC(=O)CN1C(=O)S/C(=C/c2ccc(OCc3ccc(C(=O)O)cc3)cc2)C1=O was read as HIV fusion peptide 25% and AID2073 12%.
`CCN(CC)CCCN(Cc1cc2cc3c(cc2[nH]c1=O)OCO3)C(=S)NC` gave HIV fusion peptide -0.8% and AID2073 -1%.
`COc1cccc(CNC(=O)CN(C)S(=O)(=O)c2ccc3c(c2)n(C)c(=O)c(=O)n3C)c1` gave HIV fusion peptide -1.8% and AID2073 0%.
CCOCCCn1c(=S)[nH]c2cc(C(=O)N3CCN(c4ccccc4)CC3)ccc2c1=O was read as HIV fusion peptide 1.7% and AID2073 -26%.
Screening COc1ccccc1CNC(=O)CCNS(=O)(=O)c1ccc2c(c1)oc(=O)n2C returned HIV fusion peptide 5.5% and AID2073 5%.
Cc1ccc(-n2nc3c(=O)n(CCCC(=O)NCc4ccc(C)o4)nc(C)c3c2C)cc1 was read as HIV fusion peptide -1.3% and AID2073 4%.
Cc1ccc(OCC(=O)NNC(=S)NC(=O)C2CC2)c(C)c1 was read as HIV fusion peptide 2.5% and AID2073 -30%.
Screening CC(=O)c1cccc(NC(=O)NNC(=O)c2ccc3ccccc3c2)c1 returned HIV fusion peptide 0.7% and AID2073 7%.
For CN1CCN(S(=O)(=O)c2cccc(C(=O)Nc3ccc(Br)cc3Br)c2)CC1 the results were HIV fusion peptide 3.1% and AID2073 -2%.
`C[n+]1ccc(/C=C/c2c[nH]c3ccc(F)cc23)cc1` gave HIV fusion peptide 78%* and AID2073 2%.
`Cc1nn(C)c(Cl)c1CN1CCCC(C(=O)Nc2cccc(-n3cccn3)c2)C1` (centres undefined) gave HIV fusion peptide 0.8% and AID2073 17%.
Screening Cc1cc(=O)oc2cc(OCC(=O)NC3CC(C)(C)NC(C)(C)C3)ccc12 returned HIV fusion peptide -0.3% and AID2073 2%.
Cc1cccc(-c2oc3ccc(-c4ccc5c(c4)OCO5)cc3c2/C=C/c2ccc(N)cc2)c1 was read as HIV fusion peptide 1.0% and AID2073 30%.
Cc1cccc(NC(=O)c2ccc(S(=O)(=O)NCc3cccnc3)cc2)c1 was read as HIV fusion peptide 1.6% and AID2073 15%.
`O=C1OC(N2C(=O)CC[C@H]2C(=O)Nc2cccc(F)c2)c2ccccc21` (some centres undefined) gave HIV fusion peptide -1.1% and AID2073 5%.
Screening COc1ccc(CCN2C(=O)c3ccccc3NC2c2cc(Cl)c(O)c(OC)c2)cc1 (centres undefined) returned HIV fusion peptide -0.5% and AID2073 1%.
CSCC[C@H](NC(=O)N1CCn2c1nc1ccccc12)C(=O)N[C@@H](C(=O)O)c1ccccc1 was read as HIV fusion peptide 3.7% and AID2073 -2%.
Screening COc1cc(CCC(=O)Nc2c(C(=O)N3CCN(c4ccccc4)CC3)oc3ccccc23)on1 returned HIV fusion peptide -2.0% and AID2073 5%.
`CC(C)c1ccc(S(=O)(=O)Nc2ccc(O)c(Sc3ncn[nH]3)c2)cc1` gave HIV fusion peptide -0.8% and AID2073 -7%.
For COc1ccc(C(=O)NCC(=O)N2CCC3(CC2)NCCc2[nH]cnc23)cc1 the results were HIV fusion peptide -0.5% and AID2073 39%.
Screening CCOc1cc(C2C(C(C)=O)=C(C)Nc3ncnn32)ccc1O (centres undefined) returned HIV fusion peptide -0.7% and AID2073 7%.
`O=C(Nc1ccccc1)c1ccc(S(=O)(=O)NCc2cccnc2)cc1` gave HIV fusion peptide 0.4% and AID2073 12%.
COc1ccc(C(C(=O)NCC2CCCO2)N(C(=O)c2snc(C(N)=O)c2N)c2ccccc2)cc1OC (centres undefined) was read as HIV fusion peptide 0.2% and AID2073 -7%.
CCc1ccc(CN2CCCC(CNC(=O)c3cccc(OC)c3OC)C2)cc1 (centres undefined) was read as HIV fusion peptide -0.1% and AID2073 8%.
For COC(=O)C1CCCCN1C(=O)c1ccc2oc(Cc3ccccc3)nc2c1 (centres undefined) the results were HIV fusion peptide -0.3% and AID2073 9%.
Screening NC(=O)CN(c1ccc(Oc2ccccc2)cc1)S(=O)(=O)c1ccccc1 returned HIV fusion peptide 0.3% and AID2073 -1%.
Screening O=C(Nc1sc2c(c1C(=O)O)CCCC2)c1cccc(Cl)c1 returned HIV fusion peptide 22% and AID2073 35%.
COc1ccc(C(C)=O)cc1COC(=O)C1CC(=O)N(Cc2ccccc2)C1 (centres undefined) was read as HIV fusion peptide 0.5% and AID2073 1%.
Screening COc1ccc(-c2oc3ccc(N4CCOCC4)cc3c2/C=C/c2ccc(OC)c(OC)c2)cc1 returned HIV fusion peptide -0.1% and AID2073 39%.
`CCOCCCn1c(SCC(=O)Nc2cccc(OC)c2)nc2ccccc2c1=O` gave HIV fusion peptide -1.0% and AID2073 -2%.
CC(C)(C)OC(=O)CNC(=O)c1[nH]cnc1C(=O)NC1CCN(C(=O)OC(C)(C)C)CC1 was read as HIV fusion peptide -1.0% and AID2073 7%.
`COc1ccc(OC)c(C2c3[nH]c4ccccc4c3C[C@H]3C(=O)N(C4CC4)CC(=O)N23)c1` (some centres undefined) gave HIV fusion peptide 0.8% and AID2073 -9%.
Screening COc1ccc(CCNC(=O)[C@@H](NC(=O)N2CC(=O)Nc3ccccc32)C(C)C)cc1OC returned HIV fusion peptide 0.8% and AID2073 10%.
For CCCCN1C(=O)C(O)(c2ccccc2)c2cc(Br)ccc21 (centres undefined) the results were HIV fusion peptide -0.8% and AID2073 -4%.
`Cc1cccc(C(=O)Nc2ccc(NC(=O)c3ccccc3)cc2)c1` gave HIV fusion peptide 0.2% and AID2073 -1%.
For COc1ccc(NC2CCCN(C(=O)c3cccc(C)n3)C2)cc1OC (centres undefined) the results were HIV fusion peptide -2.1% and AID2073 -48%.
COc1cc(NC(=O)CSc2nnc(-c3ccncc3)o2)cc(OC)c1OC was read as HIV fusion peptide -0.3% and AID2073 6%.
Screening CCCSc1nnc(NC(=O)CSc2sc3c(O)cc(=O)[nH]c3c2C#N)s1 returned HIV fusion peptide 60% and AID2073 55%.
Screening COc1ccc(Cc2nnc(NS(=O)(=O)c3ccc([N+](=O)[O-])cc3)s2)cc1 returned HIV fusion peptide 25% and AID2073 -3%.
Screening COc1ccccc1/C=C/C(=O)Nc1ccc(S(=O)(=O)Nc2cc(C)nc(C)n2)cc1 returned HIV fusion peptide 3.1% and AID2073 15%.
`NC(=O)C1CCCN(C(=O)CCc2nnc(C3(c4ccc(Cl)cc4)CCC3)o2)C1` (centres undefined) gave HIV fusion peptide -0.8% and AID2073 -3%.
`C=CCc1ccc(OCCn2nnc3ccccc32)c(OC)c1` gave HIV fusion peptide -1.9% and AID2073 10%.
Screening Cc1cc(S(=O)(=O)N2CCCCC2)c(C)s1 returned HIV fusion peptide -1.1% and AID2073 7%.
Screening O=C(Nc1ncccc1O)c1ccc(OCC2CCCO2)cc1 (centres undefined) returned HIV fusion peptide -2.1% and AID2073 7%.
`COc1ccc(-c2nnc(SCC(=O)NCC3CCCO3)o2)cc1` (centres undefined) gave HIV fusion peptide 2.8% and AID2073 0%.
For COc1ccc(OC)c(C(=O)N2CCC(CCC(=O)NC3CC3)CC2)c1 the results were HIV fusion peptide -0.3% and AID2073 10%.
Screening Nc1nc2ccccc2[nH]1 returned HIV fusion peptide -0.4% and AID2073 -3%.
COc1ccccc1CNC(=O)CC(C)c1ccccc1 (centres undefined) was read as HIV fusion peptide -0.5% and AID2073 -1%.
Screening NS(=O)(=O)c1ccc(S(=O)(=O)N2CCN(C3CCCC3)CC2)cc1 returned HIV fusion peptide -0.4% and AID2073 3%.
Screening NC(=O)c1cc2ccccc2o/c1=N\NC(=O)c1ccc(F)cc1 returned HIV fusion peptide -3.7% and AID2073 12%.
`COc1ccc(OC)c(NC(=O)c2cccc(N3C(=O)C4C5CCC(C5)C4C3=O)c2)c1` (centres undefined) gave HIV fusion peptide -0.2% and AID2073 15%.
`OC(CNCC1COc2ccccc2O1)COc1ccccc1F` (centres undefined) gave HIV fusion peptide -0.7% and AID2073 6%.
For Cc1c(C(=O)N2CCCCC2)c(S(=O)(=O)NCc2ccc(Cl)cc2)c(C)n1C the results were HIV fusion peptide 0.0% and AID2073 10%.
Screening O=C(Cc1ccc([N+](=O)[O-])cc1)Nc1ccc(Br)cn1 returned HIV fusion peptide 0.9% and AID2073 -6%.
For O=C(Oc1ccc(Br)cc1C(=S)N1CCOCC1)c1cccc([N+](=O)[O-])c1 the results were HIV fusion peptide 0.2% and AID2073 -7%.
Screening CCOc1ccc(CN2CCN(CCCc3ccccc3)C(CCO)C2)cc1 (centres undefined) returned HIV fusion peptide 1.0% and AID2073 0%.
Screening O=[N+]([O-])c1ccc(N2CCN(c3ccccc3)CC2)cc1 returned HIV fusion peptide -0.2% and AID2073 8%.
Screening Cc1cc(C)c(NC(=O)CCCCCNC2CCCCC2)c(C)c1 returned HIV fusion peptide 0.6% and AID2073 0%.
Screening Cc1ccc(C)c(OCC(=O)Nc2cc(NC(=O)COc3cc(C)ccc3C)cc(C(=O)O)c2)c1 returned HIV fusion peptide 60% and AID2073 29%.
Screening C[C@]12CCC(=O)CC1CCC1C2CC[C@@]2(C)C1CC[C@@]21CCO1 (some centres undefined) returned HIV fusion peptide 0.1% and AID2073 10%.
Screening CCC(C)(C)n1nnnc1C(c1ccc(F)cc1)N1CCN(C(=O)c2ccco2)CC1 (centres undefined) returned HIV fusion peptide 0.9% and AID2073 -11%.
For CCc1nnc(NC(=O)CSc2nnc(C)c(=O)n2N)s1 the results were HIV fusion peptide 0.0% and AID2073 3%.
Screening COc1ccc(S(=O)(=O)N/N=C(/C)c2ccco2)cc1 returned HIV fusion peptide -0.2% and AID2073 13%.

13 entries already listed, arranged by SMILES length, highest first.
Screening Cc1ccc(C)c(OCC(=O)Nc2cc(NC(=O)COc3cc(C)ccc3C)cc(C(=O)O)c2)c1 returned HIV fusion peptide 60% and AID2073 29%.
`COc1ccc(OC)c(NC(=O)c2cccc(N3C(=O)C4C5CCC(C5)C4C3=O)c2)c1` (centres undefined) gave HIV fusion peptide -0.2% and AID2073 15%.
For O=C(Oc1ccc(Br)cc1C(=S)N1CCOCC1)c1cccc([N+](=O)[O-])c1 the results were HIV fusion peptide 0.2% and AID2073 -7%.
Screening CCC(C)(C)n1nnnc1C(c1ccc(F)cc1)N1CCN(C(=O)c2ccco2)CC1 (centres undefined) returned HIV fusion peptide 0.9% and AID2073 -11%.
Screening C[C@]12CCC(=O)CC1CCC1C2CC[C@@]2(C)C1CC[C@@]21CCO1 (some centres undefined) returned HIV fusion peptide 0.1% and AID2073 10%.
Screening NS(=O)(=O)c1ccc(S(=O)(=O)N2CCN(C3CCCC3)CC2)cc1 returned HIV fusion peptide -0.4% and AID2073 3%.
For COc1ccc(OC)c(C(=O)N2CCC(CCC(=O)NC3CC3)CC2)c1 the results were HIV fusion peptide -0.3% and AID2073 10%.
Screening NC(=O)c1cc2ccccc2o/c1=N\NC(=O)c1ccc(F)cc1 returned HIV fusion peptide -3.7% and AID2073 12%.
Screening CCOc1ccc(CN2CCN(CCCc3ccccc3)C(CCO)C2)cc1 (centres undefined) returned HIV fusion peptide 1.0% and AID2073 0%.
`COc1ccc(-c2nnc(SCC(=O)NCC3CCCO3)o2)cc1` (centres undefined) gave HIV fusion peptide 2.8% and AID2073 0%.
Screening COc1ccc(S(=O)(=O)N/N=C(/C)c2ccco2)cc1 returned HIV fusion peptide -0.2% and AID2073 13%.
For CCc1nnc(NC(=O)CSc2nnc(C)c(=O)n2N)s1 the results were HIV fusion peptide 0.0% and AID2073 3%.
`OC(CNCC1COc2ccccc2O1)COc1ccccc1F` (centres undefined) gave HIV fusion peptide -0.7% and AID2073 6%.
